Bioassay records from PubChem BioAssay.
GC-A act – GC-A (human) enzyme activation | activation, % at 10 µM | 370,000 compounds, 0.14% hits | AID 1671463 | HEK293 GC-A cells, cGMP TR-FRET, EC30 ANP; 0% at EC30 ANP, 100% saturating ANP; in the data active = activation above about 40%
TCR-CD3 inh – inhibitors of human TCR-CD3 interaction | TAMRA-labeled TCR probe fluorescence, biochemical | inhibition, % at 9.4 µM | 360,000 compounds, 0.37% hits; in the data active = inhibition above about 19%;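 also: recombinant mutant TCR 2C K166C tagged with TAMRA read by polarization; 0% = receptor in buffer alone and 100% = receptor with positive control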
UHRF1 binding – human UHRF1 methylated DNA binding inhibitors; Q96T88; UHRF1 binding to methylated oligo, TR-FRET; inhibition, % at 4.4 µM; 370,000 compounds, 0.75% hits; AID 687016; in the data active = inhibition above about 21%;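 also: UHRF1 SRA domain binding a hemimethylated CpG hairpin DNA probe; 0% = median of test compound wells and 100% = reference inhibitor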
ABHD4 inh – ABHD4 (mouse) inhibition, primary FP screen | Q8VD66 | inhibition, % at 8.92 µM | purified mABHD4, FP-Rh probe fluorescence polarization | 370,000 compounds, 0.54% hits | AID 720543;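 active = inhibition exceeding the mean over every tested compound plus 3 SD, cut at about 30% in these data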;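 also: 0% = plate median of compound wells and 100% = S159A mutant with DMSO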
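Assay system: wild-type mouse ABHD4 protein; compound: single nominal dose of 8.92 µM, 0.89% DMSO final; schedule: 45 min + 60 min at 25 °C; measured by: FP readout, ex 525 nm / em 598 nm; evaluation: % inhibition of FP-Rh probe binding versus controls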
NPR2 activator – GC-B (human) receptor activation; P20594; HEK293-GC-B cells, CNP EC30, cGMP TR-FRET; 0% at EC30 CNP, 100% saturating CNP; activation, % at 10 µM; 370,000 compounds, 0.11% hits;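 active = activation at 10 µM reaching about 35% in either raw or pattern-adjusted values, limit read from the data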
HTRA1 inhibitor – inhibitors of human serine peptidase HTRA1 | Q92743 | recombinant HTRA1, FP-rhodamine activity-based probe, fluorescence polarization | inhibition, % at 5.96 µM | 340,000 compounds, 0.5% hits | AID 504803; in the data active = inhibition above about 36%;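 also: 0% = enzyme with DMSO and 100% = wells lacking enzyme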
Target sequence (Q92743 whole entry, looked up): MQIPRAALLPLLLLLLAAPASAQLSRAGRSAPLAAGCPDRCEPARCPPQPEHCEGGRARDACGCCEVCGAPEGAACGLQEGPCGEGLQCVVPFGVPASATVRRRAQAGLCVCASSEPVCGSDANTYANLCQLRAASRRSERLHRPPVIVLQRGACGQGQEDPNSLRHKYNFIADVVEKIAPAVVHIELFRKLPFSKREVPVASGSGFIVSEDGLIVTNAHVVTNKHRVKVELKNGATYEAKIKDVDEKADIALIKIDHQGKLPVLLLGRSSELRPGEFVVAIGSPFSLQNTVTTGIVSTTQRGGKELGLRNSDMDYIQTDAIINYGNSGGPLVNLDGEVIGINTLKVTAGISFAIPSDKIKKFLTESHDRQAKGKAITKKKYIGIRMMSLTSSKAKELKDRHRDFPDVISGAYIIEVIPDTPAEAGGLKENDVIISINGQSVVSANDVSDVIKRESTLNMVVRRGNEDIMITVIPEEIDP
PRMT1 inh – blocks human protein arginine methyltransferase 1; 370,000 compounds, 1.3% hits; recombinant PRMT1, activity-based probe fluorescence polarization; inhibition, % at 2.79 µM; Q99873;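 active = inhibition above about 21% made by adding two undisclosed values, limit read from the data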
Target sequence (Q99873 whole entry, looked up): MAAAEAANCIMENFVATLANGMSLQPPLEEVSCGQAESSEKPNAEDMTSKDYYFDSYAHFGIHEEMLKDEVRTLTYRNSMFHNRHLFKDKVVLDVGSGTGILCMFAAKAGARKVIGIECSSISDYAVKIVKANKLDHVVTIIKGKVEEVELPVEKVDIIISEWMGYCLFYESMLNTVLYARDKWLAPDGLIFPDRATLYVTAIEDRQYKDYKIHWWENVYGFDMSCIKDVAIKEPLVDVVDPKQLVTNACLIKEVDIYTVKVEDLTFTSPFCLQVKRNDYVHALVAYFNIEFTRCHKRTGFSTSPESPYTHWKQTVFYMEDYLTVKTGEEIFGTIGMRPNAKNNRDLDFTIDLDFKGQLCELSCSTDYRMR
rCAG binder – binds r(CAG) RNA repeats; AID 651821; inhibition, % at 3 µM; 370,000 compounds, 1.3% hits; r(CAG) RNA repeat, TO-PRO-1 dye displacement fluorescence;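 active = inhibition above the plate cutoff, the mean of all test compounds on that plate plus 3 SD, cut at about 35% in these data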;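 also: 0% = DMSO alone and 100% = 100 µM mitoxantrone as full dye displacement; higher means more dye released from RNA so lower well fluorescence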
SIAE primary – inhibitors of human sialic acid acetylesterase SIAE | SIAE FP-Rh probe binding, fluorescence polarization | inhibition, % at 9.66 µM | 370,000 compounds, 0.69% hits | AID 1053197;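 active = inhibition above a cutoff: mean of compounds within the control limits plus 3 SD of those, cut at about 17% in these data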;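 also: 0% = plate median of compound wells and 100% = probe without SIAE protein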
MBD2 DNA inh – inhibitors of human MBD2 binding to methylated oligonucleotide; Q9UBB5; TR-FRET; inhibition, % at 4.4 µM; 370,000 compounds, 0.31% hits; in the data active = inhibition above about 13%
* marks the source's active call; other numbers are inactive results; nt = no result given. The list is partial (hit frequency here may not be typical).

The line under a structure holds: GC-A act	TCR-CD3 inh	UHRF1 binding	ABHD4 inh	NPR2 activator	HTRA1 inhibitor	PRMT1 inh	rCAG binder	SIAE primary	MBD2 DNA inh
O=C(Nc1cccc(-c2ccc(N3CCOCC3)nn2)c1)c1cccc(Cl)c1
    1	5	2	-6	5	-38	-2	0	-6	-4
C=CCn1c(=N)n(CC(=O)c2cccc([N+](=O)[O-])c2)c2ccccc21
    2	3	-3	0	-2	-1	1	4	11	1
CSc1nsc(SCC(=O)NCc2ccccc2)n1
    1	-1	1	-21	8	-2	-2	11	1	0
Cc1cc(NC(=O)CSc2nc3ccsc3c(=O)n2CCCC(=O)NCCc2ccccc2)no1
    -4	5	-4	-4	-4	-18	-3	-2	-1	2
O=C(C1CCCO1)N1CCN(C(=O)C23CC4CC(CC(C4)C2)C3)CC1 (stereo unspecified)
    1	-2	-1	0	3	9	0	2	3	2
COc1ccccc1NC(=O)CSc1ccc(-c2ccc(-n3cccn3)cc2)nn1
    0	-2	1	3	4	-2	1	0	-4	2
N#CC1C(=O)NC(=O)CC12CCCCC2 (stereo unspecified)
    0	8	-1	-1	3	-4	-3	3	0	-3
COC(=O)[C@]12C[C@H](CC(=O)NCCCN3CCCC3=O)C(=O)N(Cc3ccco3)C1=C[C@H](COCc1ccccc1)O[C@@H]2C
    2	nt	-2	8	8	nt	2	7	1	0
O=C(Nc1c(-c2ccc(F)cc2)nc2ncccn12)c1ccc(F)cc1
    2	nt	-2	4	-10	nt	2	1	-5	0
Cn1cc(CN2CCCC(CO)(Cc3cccc(Cl)c3)C2)cn1 (stereo unspecified)
    -2	8	-1	-3	1	3	-2	-6	0	1
CC(C)CN(C(=O)CN1CCN(c2ccccc2O)CC1)c1c(N)n(CC(C)C)c(=O)[nH]c1=O
    -2	2	-4	10	6	5	-3	9	8	-6
Cc1ccccc1NS(=O)(=O)c1nnc(NC(=O)C(C)C)s1
    3	-3	-1	1	-3	1	-1	4	2	3
COCCN(C(=O)CSCC(=O)Nc1ccc(C)cc1)c1c(N)n(CC(C)C)c(=O)[nH]c1=O
    -1	-3	-1	1	4	1	-2	2	3	0
CCOC(=O)Cc1ncccc1C(=O)Nc1ccc(OC(F)(F)F)cc1
    -2	9	-6	-7	3	-1	0	-7	3	-1
Cc1c(SCCO)c(=O)[nH]c2cc3c(cc12)OCO3
    0	2	-1	-3	1	-1	-4	3	6	-3
CCSc1nc2sc3c(c2c(=O)n1-c1ccccc1)CCN(C)C3
    11	-2	0	-3	-7	-16	3	0	-3	4
COc1ccc2c(C(=O)CN3CC(C)OC(C)C3)c[nH]c2c1 (stereo unspecified)
    -4	2	-1	4	8	1	-1	3	-1	-6
Cc1ccc(S(=O)(=O)N(CC(=O)NCC2CCCO2)Cc2cccc(C)c2)cc1 (stereo unspecified)
    -4	7	-2	3	-1	2	1	-8	7	1
Cc1ccccc1NC(=O)Nc1ccccc1Br
    0	3	-1	3	4	6	-1	0	1	-1
O=C(CCCCC(=O)NCCc1ccccc1)NCCc1ccccc1
    1	-6	11	4	7	8	2	-5	3	1

Three entries picked at random from those above:
The line under a structure holds: GC-A act	TCR-CD3 inh	UHRF1 binding	ABHD4 inh	NPR2 activator	HTRA1 inhibitor	PRMT1 inh	rCAG binder	SIAE primary	MBD2 DNA inh
CCSc1nc2sc3c(c2c(=O)n1-c1ccccc1)CCN(C)C3
    11	-2	0	-3	-7	-16	3	0	-3	4
Cc1c(SCCO)c(=O)[nH]c2cc3c(cc12)OCO3
    0	2	-1	-3	1	-1	-4	3	6	-3
CC(C)CN(C(=O)CN1CCN(c2ccccc2O)CC1)c1c(N)n(CC(C)C)c(=O)[nH]c1=O
    -2	2	-4	10	6	5	-3	9	8	-6

(next part)
The line under a structure holds: GC-A act	TCR-CD3 inh	UHRF1 binding	ABHD4 inh	NPR2 activator	HTRA1 inhibitor	PRMT1 inh	rCAG binder	SIAE primary	MBD2 DNA inh
CC(C)OCCCNC(=O)NC12CC3CC(CC(C3)C1)C2
    -2	-4	-3	5	7	6	0	-6	-2	0
CC(=O)NC(Cc1cccc(F)c1)C(=O)NC1CCN(c2nnnn2-c2ccccc2)CC1 (stereo unspecified)
    -3	-1	-3	1	-1	-2	3	-3	1	-4
COC(=O)CNC(c1ccccc1)c1cc(Br)ccc1N (stereo unspecified)
    -15	-1	1	-5	-10	4	-5	-2	0	-1
COC(=O)c1ccccc1N1CCS(=O)(=O)CC1
    -1	1	-1	-3	3	2	-2	-2	11	0
COCCNC(=O)c1cc(-c2cccnc2)nc2ccc(Br)cc12
    -13	0	4	-2	-11	-4	3	3	8	-2
COc1ccc(C2=CN(Cc3ccccc3)C(c3ccccc3)CC2=O)cc1 (stereo unspecified)
    -4	-6	0	2	-7	-9	0	-2	3	2
CCOc1nc(OCC)c2cnn(C)c2n1
    6	2	-1	5	5	-2	-7	-4	-2	-2
Cc1cc(CNC(=O)COc2ccc(F)cc2Cl)cc(C)c1O
    3	5	-2	-2	0	0	-1	-4	1	0
O=C(C(=O)N1CCC(CNS(=O)(=O)c2ccc(C(F)(F)F)cc2)CC1)c1cc2ccccc2o1
    0	-2	1	-2	4	nt	3	5	-4	-1
N#Cc1ccsc1NC(=O)CN1CCN(S(=O)(=O)c2ccc3ccccc3c2)CC1
    -31	2	-2	-15	-8	-37	1	13	-8	0
COc1cccc(NC(=S)N2CCN(C/C=C/c3ccccc3)CC2)c1
    0	7	1	-3	-1	-7	-2	-6	3	4
Cc1ccc(NC(=O)NC2C(NC(=O)Nc3ccc(C)cc3)N(C)C(=O)N2C)cc1 (stereo unspecified)
    0	-2	4	-9	6	-3	2	-1	-1	6
C=C1CCN([C@@H](Cc2ccccc2)C(=O)N2CCOCC2)S(=O)(=O)c2ccccc21
    -1	2	0	-1	7	-7	2	-7	-3	3
COc1ccc(C2=[N+]([O-])C(C)(C)N(O)C2C)cc1 (stereo unspecified)
    -7	0	3	1	3	-3	4	3	4	-1
CNC(=O)C[C@H]1CC[C@H]2[C@@H](COc3ccc(NC(=O)Nc4ccccc4)cc3C(=O)N2C)O1
    6	nt	2	14	-5	nt	-2	3	-5	8
CC(=O)c1cccc(NC(=O)N(c2ccccc2)c2ccccc2)c1
    -4	5	0	-2	-3	1	-1	-5	0	-4
CCC(Sc1nc2ccccc2s1)C(=O)Nc1nnc(C)s1 (stereo unspecified)
    0	1	-2	-6	7	5	2	1	-3	-2
COc1ccc([C@@H]2CC=C(C(=O)O)[C@H](c3cccc(Cl)c3)N2S(=O)(=O)c2ccccc2C)cc1
    -11	0	7	-9	7	-22	5	74*	-5	7
CCCNC(=S)NCCN1CCCCC1
    0	0	2	5	-2	6	-4	-1	9	-2
CCCCCCN1C2=NCCCN2c2ccccc21
    -35	10	9	-2	-14	-13	-3	7	-4	8
CC(=O)Nc1ccc(S(=O)(=O)NCCC(=O)OC(C)C(=O)NC2(C#N)CCCCC2)cc1 (stereo unspecified)
    3	0	0	1	5	0	0	4	-3	1
c1ccc(-n2cnnc2SCc2cn3ccccc3n2)cc1
    1	1	0	5	8	1	-2	0	8	1
CC(C)(C)OC(=O)N1CCCN(C(=O)c2ccc(Cl)cc2)CC1
    -3	-7	3	-5	1	-3	3	-8	0	-3
O=C1Nc2ccccc2N(C(=O)c2ccc(-c3ccccc3)cc2)C1c1nc2ccccc2[nH]1 (stereo unspecified)
    -4	5	12	0	-5	nt	3	7	1	-7
Cc1cccc(C)c1NC(=O)CSc1ccc([N+](=O)[O-])cn1
    4	6	-3	-1	0	7	-4	3	0	4
CC(=O)Nc1ccc(S(=O)(=O)NCc2nnnn2-c2ccc(F)cc2)cc1
    -5	2	-2	1	-2	-1	1	4	1	1
CCN(Cc1ccncc1)Cc1cn[nH]c1-c1ccc(OC)cc1F
    0	5	3	0	0	-6	3	-4	3	-3
O=S(=O)(NCCC1=CCCCC1)c1c(Cl)cccc1Cl
    -6	-7	1	-5	-1	-8	0	-1	1	-2
CC(C)NC(=O)Cn1c(SCC(=O)N2CCCCCC2)nc2ccccc21
    3	0	1	4	5	-4	-2	-1	-8	3
CCOC(=O)C1CCN(C(C(=O)NC2CCCCC2)c2ccc(OC)cc2)CC1 (stereo unspecified)
    -5	2	1	-3	-9	2	0	-4	3	-1
O=C(O)c1sc2cc(C(F)(F)F)cnc2c1-c1cccs1
    -7	5	2	3	-1	nt	1	2	5	-8
O=C(COC(=O)COc1ccccc1)Nc1cccnc1Cl
    -2	2	-3	6	-6	-4	-3	4	3	-5
NC(=S)N/N=C/c1cn(-c2ccccc2)nc1-c1cccnc1
    -9	0	-3	-4	-8	-10	-1	9	-5	4
COC(=O)N/N=C1/C/C(=N\NC(=O)OC)c2ccccc21
    -4	1	-8	6	-6	8	-3	0	5	-10
CS/C(N)=N/N=C/c1cc(Br)cc(Br)c1O
    26	35*	-4	-3	-5	20	-3	20	-2	-5
Nc1nccc(-c2ccc(-n3cccc3)cc2)n1
    2	7	-2	-5	3	-3	-3	1	5	0
Oc1ccccc1N=Cc1sc2ccccc2c1Cl
    -1	6	-22	32*	2	6	6	-1	12	-24
CCOC(=O)CSc1nnc(CNC(=O)c2cccs2)n1-c1cc(C)ccc1C
    0	-2	0	5	-1	-3	0	-2	-4	4
O=C(O)c1ccccc1C=NNc1ccc([N+](=O)[O-])cn1
    -2	-2	0	1	1	8	2	1	6	4
COc1ccccc1NC(=O)N1CCCC1C(=O)Nc1ccc2c(c1)OCO2 (stereo unspecified)
    -1	1	-2	4	2	3	2	-3	-7	-1
CC[C@]12c3[nH]c4cc(CCC(=O)N(C)C)ccc4c3CCN1C(=O)[C@@H](CC(=O)NCc1ccc(OC)c(OC)c1)C[C@@H]2C(=O)N1CCN(C(=O)c2ccco2)CC1
    3	11	-1	0	-2	4	-2	2	-2	0
O=C(COC(=O)c1ccc(O)cc1)Nc1ccccc1
    1	7	-2	-6	-3	-1	-1	5	-5	6
COc1ccc(Br)c(Cn2c(C)c(C(=O)NCc3cccc([N+](=O)[O-])c3)sc2=O)c1
    -3	3	0	-14	-6	nt	-5	5	-7	-4
COCC1CCCCN1Cc1cn(-c2ccccc2)nc1-c1ccc2c(c1)OCO2 (stereo unspecified)
    0	4	0	-9	-2	-20	-5	-7	-3	-4
CCOC(=O)c1c(NC(C)=O)sc2c(OC)c(Br)ccc12
    -2	5	3	0	-15	5	6	1	3	1
Cc1sc2ncn(CC(=O)NCCCC(=O)N3CCN(c4ccccn4)CC3)c(=O)c2c1C
    0	-7	-1	-5	1	-3	0	3	-3	-2
CN(CCc1ccccc1)C(C(=O)Nc1ccc2c(c1)OCCO2)C1CC1 (stereo unspecified)
    1	-4	2	8	0	nt	-3	-2	4	4
COc1ccccc1CC(=O)NC1CC1
    0	2	2	4	6	-4	1	-3	-5	-1
CC(=O)c1cnc2nc(SCc3ccc(C)cc3)nn2c1C
    3	1	4	-5	0	-5	-1	-2	-5	2
Cc1ccc(S(=O)(=O)NCCc2ccncc2)cc1
    3	0	2	-3	3	5	-2	1	-2	0
CCCN(CC(=O)Nc1ccccc1C)C(=O)c1cn2ccccc2n1
    0	6	0	1	1	10	-1	1	12	1
O=C(NCCS(=O)(=O)N1CCN(c2ccccc2)CC1)c1cccs1
    -7	-4	6	0	-1	-6	8	2	8	6
